MOR-DOR inv ag: inverse agonists of human mu-delta opioid receptor heterodimerization | P35372+P41143 | cell-based MOR-DOR heterodimer luminescence, inverse agonism | inhibition, % at 9.3 µM | 0.21% of 340,000 active; in the data active = inhibition above about 22%, passing the limit was not always enough;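 note: 0% = cells with DMSO and 100% = wells without cells with DMSO; values of inactives mirror those of a sister screen read the other way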
HTR5A ag ctr: activates human HTR5A in OPRM1-OPRD1 agonist counter-screen | P47898 | HTR5A agonist assay, luminescence, cell-based | activation, % at 9.3 µM | 0.61% of 340,000 active; in the data active = activation mostly above about 9.5%, no sharp cut-off; inactive = mostly below about 7.6%;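 note: 0% = cells with vehicle only and 100% = reference agonist; strong numbers were not always called active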
Target sequence (P47898 whole entry, looked up): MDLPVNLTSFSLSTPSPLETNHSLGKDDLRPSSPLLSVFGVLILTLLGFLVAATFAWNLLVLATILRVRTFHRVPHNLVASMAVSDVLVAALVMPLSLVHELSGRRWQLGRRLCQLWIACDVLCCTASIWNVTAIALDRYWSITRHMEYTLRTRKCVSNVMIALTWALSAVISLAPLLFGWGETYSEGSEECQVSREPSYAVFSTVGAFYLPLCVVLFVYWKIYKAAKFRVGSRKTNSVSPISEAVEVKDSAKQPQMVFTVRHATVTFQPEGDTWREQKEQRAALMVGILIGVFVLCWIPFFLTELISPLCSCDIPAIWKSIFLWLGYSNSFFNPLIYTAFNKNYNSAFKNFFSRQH
MOR-DOR ag: agonists of human mu-delta opioid receptor heterodimerization; AID 504326; 0.3% of 340,000 active; activation, % at 9.3 µM; cells, OPRM1-OPRD1 heterodimerization, luminescence; in the data active = activation above about 18%;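 note: 0% = vehicle-treated cells and 100% = reference agonist; values of inactives mirror those of a sister screen read the other way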
CAL-PDZ inh HTS: CAL PDZ (human) peptide binding inhibition. 0.92% of 300,000 active. inhibition, % at 24.9 µM. Q9HD26. AID 602252. purified CAL PDZ, TMR-peptide fluorescence polarization, 1 h;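 active = mean inhibition of at least 30% with at least half of replicates also reaching 30%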;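 note: 0% = DMSO neutral control and 100% = excess unlabeled competitor peptide PRC23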
C-LANA FP: inhibitors of KSHV LANA C-terminal domain DNA binding; inhibition, % at 9 µM; MBP-C-LANA/FAM-LBS DNA binding, fluorescence polarization; 0.078% of 340,000 active;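 active = highest replicate inhibition at or above 60% at 9 µM, even if other replicates fall short; inactive = all replicates below 60% inhibition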;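 note: 0% = neutral control wells and 100% = 4 µM acridine orange control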
Keap1-Nrf2 PPI: Keap1-Nrf2 (human) interaction inhibition | Keap1 Kelch-Nrf2 peptide fluorescence polarization, 1536-well | AID 504523 | 0.15% of 340,000 active | inhibition, % at 9.4 µM | Q14145; in the data active = inhibition above about 12%;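 note: human Keap1 Kelch domain with fluorescein labeled Nrf2 9mer peptide probe; 0% = neutral control wells and 100% = peptide positive control; higher means more block of Keap1 binding to Nrf2 peptide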
Target sequence (Q14145 whole entry, looked up, the tested form may be a part): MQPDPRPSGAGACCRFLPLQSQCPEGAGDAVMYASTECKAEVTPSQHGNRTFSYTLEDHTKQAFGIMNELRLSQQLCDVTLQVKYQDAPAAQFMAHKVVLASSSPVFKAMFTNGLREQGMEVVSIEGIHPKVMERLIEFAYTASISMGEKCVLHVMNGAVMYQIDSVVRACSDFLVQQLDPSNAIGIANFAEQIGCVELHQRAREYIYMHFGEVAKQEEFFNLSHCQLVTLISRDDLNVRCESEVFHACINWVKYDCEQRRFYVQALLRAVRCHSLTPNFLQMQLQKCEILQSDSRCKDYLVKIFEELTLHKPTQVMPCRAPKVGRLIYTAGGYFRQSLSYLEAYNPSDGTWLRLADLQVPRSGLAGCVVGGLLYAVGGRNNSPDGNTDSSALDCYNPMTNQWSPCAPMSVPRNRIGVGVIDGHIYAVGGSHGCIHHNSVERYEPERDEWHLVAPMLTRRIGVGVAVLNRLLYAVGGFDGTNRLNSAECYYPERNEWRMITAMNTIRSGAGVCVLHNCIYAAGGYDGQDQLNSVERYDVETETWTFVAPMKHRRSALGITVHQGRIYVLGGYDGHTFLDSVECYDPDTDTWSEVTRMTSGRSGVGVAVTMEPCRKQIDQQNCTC
V-ATPase pHluor: alters yeast V-ATPase proton transport; S. cerevisiae, pHLuorin cytosolic pH fluorescence; AID 504577; response, % at 10 µM; 0.37% of 350,000 active; in the data active = response mostly above about 7.3%, no sharp cut-off; inactive = mostly below about 5.4%; note: actives read high; inactives centre near 0; some compounds called inactive have numbers as strong as hits; reference of the scale not given here
HTR5A inv ctr: HTR5A inverse agonism, opioid heterodimer counter-screen. P47898. HTR5A cell line, luminescence. inhibition, % at 9.3 µM. 0.083% of 340,000 active. AID 504634; in the data active = inhibition mostly above about 23%, no sharp cut-off; inactive = mostly below about 18%;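 note: 0% = cells with DMSO and 100% = no-cell wells with DMSO; some compounds called inactive have numbers as strong as hits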
RTF Ca sens inh: cardiac RTF calcium desensitization. P19429+P45379. IANBD-labeled cardiac RTF, Ca2+ fluorescence. inhibition, % at 7.15 µM. 0.12% of 340,000 active;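 active = inhibition above the mean inhibition of all tested compounds plus 3 SD, cut at about 17% in these data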;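 note: assay run at fixed EC70 calcium of 1.6 mM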
RTF Ca sens act: cardiac RTF calcium sensitization. P19429+P45379. IANBD-labeled TnC RTF fluorescence at EC20 calcium; 0% EC20 calcium, 100% full calcium. activation, % at 7.2 µM. 0.24% of 340,000 active. AID 493008;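 active = activation above the mean over all tested compounds plus 3 SD, cut at about 30% in these data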;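 note: rise in fluorescence read as greater calcium sensitivity of cardiac thin filaments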
The depositor's hits bear a star; nt = no result given. The order is random; 2.8% or so of the library scored in one or more.

SMILES	MOR-DOR inv ag	HTR5A ag ctr	MOR-DOR ag	CAL-PDZ inh HTS	C-LANA FP	Keap1-Nrf2 PPI	V-ATPase pHluor	HTR5A inv ctr	RTF Ca sens inh	RTF Ca sens act
COCCNc1nc(N2CCCCC2)c2cnn(C)c2n1	17	-6	-3.2	nt	-1.4	-3	0	0	-4	3
Clc1cccc(OCCCN2CCCC2)c1Cl	1	0	-0.2	-4	-0.3	-4	-2	-1	-9	-4
CCOc1ccc(-n2c(SCC(=O)NCc3ccco3)nc3c([nH]c4ccccc43)c2=O)cc1	-4	3	0.7	-4	-0.4	-1	10.0*	1	0	3
CCN1C(=O)/C(=C/c2cnn(CC)c2C)SC1=S	-3	3	0.6	2	2.5	1	0	-15	-10	-9
CC(C)Oc1ccc(C2CC(=O)NC3=C2C(=O)CCC3)cc1 (configuration not stated)	8	1	-2.0	-3	1.2	-2	4	-3	-1	-3
O=C(CCCNc1ccccc1)N/N=C/c1cccs1	19	4	-3.3	-4	0.2	-8	0	-11	-15	10
Cc1ccc(NC(=O)c2ccc(S(=O)(=O)C(F)F)cc2)c(C)c1	-2	1	0.2	-3	0.5	-1	-6	-7	-12	-5
COc1ccc(S(=O)(=O)N2Cc3ccccc3CC2C(=O)Nc2ccc3c(c2)OCO3)cc1 (configuration not stated)	1	6	-0.1	-1	-1.7	-4	0	16	-6	3
CCCC(c1c(C)n(C)n(-c2ccccc2)c1=O)c1c(C)n(C)n(-c2ccccc2)c1=O	10	-1	-1.8	-1	-1.6	-1	-6	-65	4	-1
CC(C)NC(=O)c1sc2c(c1C(=O)Nc1cccnc1)CCCC2	-17	6	3.3	-6	0.4	-1	-7	-16	-6	6
O=C(CN1CCN(C(=O)c2cccc(S(=O)(=O)N3CCCC3)c2)CC1)Nc1ccccc1Cl	10	5	-2.5	-11	1.3	-2	0	-13	-15	4
Cc1cc([N+](=O)[O-])ccc1NS(=O)(=O)c1ccccc1	8	1	-1.6	2	2.2	1	4	-4	-6	7
CCc1ccc(CN(C)C(=O)C2CCC(=O)N(CCCN3CCCC3=O)C2)cc1 (configuration not stated)	19	9	-3.8	0	0.0	-3	-3	-21	11	-4
COc1ccc([C@@H]2[C@@H]3C(=O)N(C(C)(C)C)C(=O)[C@@H]3[C@]3(Cc4ccc(Cl)cc4)C(=O)N(c4ccc(Br)cc4)C(=O)N23)cc1	-15	3	2.6	-1	-0.9	-7	2	2	2	1
Cc1ccnc(NC(=O)CCC(=O)N(CC(=O)NCc2ccc(F)cc2)c2ccc(F)cc2)c1	11	0	-2.0	-3	-0.3	1	-2	0	-19	-5
CC1(C)CC(NC(=S)Nc2ccc([N+](=O)[O-])cc2)CC(C)(C)N1	1	5	-0.2	-6	0.0	-1	-3	-20	-1	4
CCNC(=S)NNc1nc(N2CCCCC2)nc(N2CCOCC2)n1	5	0	-1.0	-3	-0.6	-1	0	16	4	0
Cc1ccc(N=C2NC(=O)C(CC(=O)NCc3ccccc3)S2)cc1C (configuration not stated)	-8	3	1.5	-2	2.5	0	3	-13	5	11
CNC(=S)N1C2CCC1CC(NC(=O)NC13CC4CC(CC(C4)C1)C3)C2 (configuration not stated)	6	0	-0.9	-4	-0.9	-5	-2	-4	1	-6
COc1ccc(N2C(=O)CCC(C(=O)NCCN3CCOCC3)C2c2ccc(OC)c(OC)c2)cc1 (configuration not stated)	18	2	-3.8	-2	0.0	-2	-2	-30	1	-1
CC(=O)c1ccc2c3c(cccc13)C(=O)N(c1c(C)nn(C)c1C)C2=O	7	1	-1.6	4	0.8	-2	4	-2	-9	3
CCOC(=O)C1=C(C)C2C3C(=O)N(c4ccc(C)cc4C)C(=O)C3C1(C)C1C(=O)N(c3ccc(C)cc3C)C(=O)C21 (configuration not stated)	7	2	-1.6	2	-1.0	-1	0	-12	-8	-1
COc1ccc(NC(=O)NC2(C(=O)N3CCOCC3)CCCCC2)cc1	19	0	-3.6	-4	0.3	1	-1	-1	-10	-6
COc1ccc(-c2csc(NCCc3nc4cc(Cl)c(N5CCCCC5)cc4n3CCOCCO)n2)cc1	-1	1	0.2	-4	-0.7	-2	-4	9	-6	0
Cc1ccc(CN2CCN(c3cccc4[nH]ccc34)CC2)cc1	-14	1	2.4	-2	-1.6	-1	-1	-5	1	-3

V-ATPase pHluor: entries above that show a hit.
| mol | MOR-DOR inv ag | MOR-DOR ag | CAL-PDZ inh HTS | C-LANA FP | Keap1-Nrf2 PPI | V-ATPase pHluor |
| --- | --- | --- | --- | --- | --- | --- |
| CCOc1ccc(-n2c(SCC(=O)NCc3ccco3)nc3c([nH]c4ccccc43)c2=O)cc1 | -4 | 0.7 | -4 | -0.4 | -1 | 10.0* |

Complete entries, quoted from the list. Order of screens: MOR-DOR inv ag | HTR5A ag ctr | MOR-DOR ag | CAL-PDZ inh HTS | C-LANA FP | Keap1-Nrf2 PPI | V-ATPase pHluor | HTR5A inv ctr | RTF Ca sens inh | RTF Ca sens act
CC(=O)c1ccc2c3c(cccc13)C(=O)N(c1c(C)nn(C)c1C)C2=O is listed as 7 | 1 | -1.6 | 4 | 0.8 | -2 | 4 | -2 | -9 | 3
CC(C)Oc1ccc(C2CC(=O)NC3=C2C(=O)CCC3)cc1 (configuration not stated) is listed as 8 | 1 | -2.0 | -3 | 1.2 | -2 | 4 | -3 | -1 | -3
O=C(CCCNc1ccccc1)N/N=C/c1cccs1 is listed as 19 | 4 | -3.3 | -4 | 0.2 | -8 | 0 | -11 | -15 | 10
CC(C)NC(=O)c1sc2c(c1C(=O)Nc1cccnc1)CCCC2 is listed as -17 | 6 | 3.3 | -6 | 0.4 | -1 | -7 | -16 | -6 | 6

The results go on:
SMILES	MOR-DOR inv ag	HTR5A ag ctr	MOR-DOR ag	CAL-PDZ inh HTS	C-LANA FP	Keap1-Nrf2 PPI	V-ATPase pHluor	HTR5A inv ctr	RTF Ca sens inh	RTF Ca sens act
COC(=O)c1ccc(C)c(NC(=O)CCCN2C(=O)CN(C)C2=O)c1	13	-1	-2.5	-1	0.9	-1	2	4	-5	10
COc1ccc(OCC(O)CNC(=O)Nc2cc(C)cc(C)c2)cc1 (configuration not stated)	8	4	-1.6	-4	-0.8	0	-3	-13	-4	1
COc1cc(C(=O)NCc2nnc(SCC(=O)NCc3ccco3)o2)cc(OC)c1OC	12	-2	-2.4	2	1.3	-1	-1	-2	-7	7
CN(C)C(=O)N1CCC(C(=O)NCC2CCCO2)CC1 (configuration not stated)	2	2	-0.3	-4	1.2	-1	-2	-6	-1	-2
c1ccc(-c2csc(N3CCc4ccccc4C3)n2)cc1	-7	3	1.2	1	-1.5	-2	10	9	-6	-9
O=C1/C(=C\c2ccccn2)SC(=S)N1Nc1ncc(C(F)(F)F)cc1Cl	-25	-3	4.6	-2	2.5	3	6	-1	-3	-3
CCOc1cc(/C=N/NC(=O)c2nn(C)cc2Br)ccc1OCc1ccccc1Cl	6	-2	-1.1	-7	-0.1	-2	-1	5	4	6
Cc1cc(C)nc(N/N=C2/CCCC/C2=C\c2ccccc2)n1	7	0	-1.3	-4	-1.6	-1	2	1	0	0
O=S(=O)(NC(=NCCc1ccc(Cl)cc1)c1ccccc1Cl)c1cccs1	-1	-2	0.2	-7	1.0	0	0	5	2	-1
CC(=O)Oc1ccc2oc(=O)c3c(c2c1)CCCN3C(=O)CN1CCOCC1	11	-2	-2.1	-2	-1.3	-7	-1	6	-11	4
CS(=O)(=O)Nc1ccccc1C(=O)OCC(=O)N1CCC(c2ccccc2)=N1	21	1	-5.6	-5	-1.0	2	1	-7	-13	-4
N#CCCN(Cc1cccnc1)C(=O)Nc1ccc(Cl)c(Cl)c1	-6	3	1.0	-2	0.3	0	2	-17	-6	2
CCC(=O)Nc1ccc2nc(SCC(=O)N3CCCC3)sc2c1	5	3	-0.9	-5	0.4	2	-1	-18	-5	5
Cc1cc2cc(CCNC(=O)CCCc3ccccc3)c(=O)[nH]c2cc1C	15	1	-3.0	-9	0.4	0	0	-6	-5	-4
O=C(/C=C/c1ccc([N+](=O)[O-])s1)N1CCCCC1	-2	-4	0.4	-7	0.4	-2	-1	11	-2	1
COC(=O)[C@H](C(C)C)n1c(C)c(C(C)=O)c(C(C)=O)c1C	0	-3	0.1	-2	-0.9	-3	-1	7	-1	-3
COc1ccc(Cl)cc1NC(=O)CCS(=O)(=O)c1cc2c(cc1C)NC(=O)CO2	10	-1	-1.7	-5	0.8	1	1	18	-6	2
COc1ccc([C@@H]2CC=C(C(=O)O)[C@H](c3ccc(Br)cc3)N2S(=O)(=O)c2ccccc2C)cc1	11	-1	-2.4	-12	0.6	7	1	3	-3	2
Cc1cc(C)n(-c2nc3c(c(=O)[nH]c(=O)n3C)n2CC(O)COc2ccc(Cl)cc2Cl)n1 (configuration not stated)	-1	-1	0.2	0	-0.4	-4	-4	19	-7	3
COc1ccc(-c2csc(N3CCN(c4cc(C)nc5ccccc45)CC3)n2)cc1OC	-13	4	2.8	0	0.5	8	4	-3	-2	-3
Cc1cc(NC(=O)CCC(=O)N(CC(=O)NC2CCCC2)c2cccc(F)c2)no1	-3	-3	0.4	nt	-0.3	0	-1	9	-14	-3
COc1ccc(CCN2C(=O)c3[nH]nc(-c4ccccc4O)c3C2c2cccc(O)c2)cc1OC (configuration not stated)	10	10	-1.6	-6	2.8	4	5	-28	-2	-2
Cc1ccc(Cn2ccc(O)c(Cc3ccccc3)c2=O)cc1	6	3	-1.1	-3	-0.1	-4	-1	-28	-1	5
Cc1ccc2nc(NC(=O)[C@H](C)N3C(=O)C4CC=CCC4C3=O)sc2c1 (some centres not stated)	-19	4	4.2	0	0.6	0	-2	-11	-4	6
COc1ccc(N(CC(=O)NC2CC3CCC2C3)S(=O)(=O)c2ccc(C)cc2)cc1 (configuration not stated)	16	1	-2.3	4	1.5	6	-2	16	-2	-6

Other structures follow.
SMILES	MOR-DOR inv ag	HTR5A ag ctr	MOR-DOR ag	CAL-PDZ inh HTS	C-LANA FP	Keap1-Nrf2 PPI	V-ATPase pHluor	HTR5A inv ctr	RTF Ca sens inh	RTF Ca sens act
O=C(Nc1nc(-c2ccccn2)cs1)c1ccc(Br)s1	6	2	-1.1	-2	1.5	-3	1	10	1	-1
N#Cc1c2n(c(=O)[nH]c1=O)CCCCC2	15	-1	-2.6	-3	0.9	-6	2	-13	4	-3
O=c1c2ccccc2[nH]c(=S)n1CCCN1CCC(Cc2ccccc2)CC1	6	0	-1.3	-4	0.3	0	-2	1	-5	2
O=C1C=C(c2cccc3c2oc2ccccc23)CCC1	1	4	-0.2	-2	-0.3	2	3	-11	2	-6
S=C(NCCCNC(=S)Nc1ccccc1)Nc1ccccc1	-4	5	0.7	-2	0.6	-3	1	23	-8	8
O=C(/C=C/c1ccc(Br)o1)NC(c1ccccc1)c1ccccc1	-1	6	0.2	-2	0.8	-9	1	-15	-1	3

Ordered by count of non-hydrogen atoms (falling): some entries from above
SMILES	MOR-DOR inv ag	HTR5A ag ctr	MOR-DOR ag	CAL-PDZ inh HTS	C-LANA FP	Keap1-Nrf2 PPI	V-ATPase pHluor	HTR5A inv ctr	RTF Ca sens inh	RTF Ca sens act
O=C(CN1CCN(C(=O)c2cccc(S(=O)(=O)N3CCCC3)c2)CC1)Nc1ccccc1Cl	10	5	-2.5	-11	1.3	-2	0	-13	-15	4
O=C(/C=C/c1ccc(Br)o1)NC(c1ccccc1)c1ccccc1	-1	6	0.2	-2	0.8	-9	1	-15	-1	3
CC(C)Oc1ccc(C2CC(=O)NC3=C2C(=O)CCC3)cc1 (configuration not stated)	8	1	-2.0	-3	1.2	-2	4	-3	-1	-3
